Source: PubChem
Vif-A3F inh = blocks the Vif interaction with APOBEC3F | AID 602313 | Potency, µM (series often up to 46.1 µM), for the others: at the highest dose activity, negative = active | HeLa A3F-eYFP + Vif (tagged APOBEC3F with the HIV-1 protein that degrades it), YFP fluorescence increase | hit rate 0.2% among 390,000; also: potency is read from the fitted curve at half-maximal effect; % of control where 0% means no effect; nearly all actives have a fitted effect of over 65% in size
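Fluorescence increase (Ex 488/Em 500-530) after overnight compound treatment at 37 deg C flags inhibition of Vif-driven A3F-eYFP loss in stable HeLa A3F-eYFP/Vif cells seeded overnight beforehand.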
USP1-UAF1 inh = inhibitors of human USP1/UAF1 deubiquitinase. O94782. recombinant USP1/UAF1, Ub-Rhodamine cleavage fluorescence. Potency, µM (top dose mostly 57.1 µM), for the others: top-dose activity change, negative = inhibition, hits mostly inhibitors. hit rate 0.23% among 390,000. AID 743255; also: potency is read from the fitted curve at half-maximal effect; % is scaled to controls: 0 for no effect and ±100 for the full control effect; nearly all actives have a fitted effect of over 60% in size; inactives centre near -12
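USP1/UAF1 complex (1 nM) preincubated 15 min at room temperature with compound, then Ub-Rho substrate (150 nM final) added. Kinetic fluorescence at 480/540 nm over 6 reads at 60 s intervals; 50 mM HEPES pH 7.8, 0.5 mM EDTA, 0.1 mg/ml BSA, 1 mM TCEP, 0.01% Tween-20.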
TrxR1 inh = inhibitors of rat thioredoxin reductase 1; O89049; recombinant rTrxR1, NADPH fluorescence consumption, selenite substrate; Potency, µM (top dose mostly 114 µM), inactives show at the top dose activity change, negative = inhibition, hits mostly inhibitors; hit rate 1% among 390,000; also: potency is read from the fitted curve at half-maximal effect; % is scaled to controls: 0 for no effect and ±100 for the full control effect; nearly all actives have a fitted effect of over 65% in size
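Rat TrxR1 (90 nM in the dispensed reagent) was pre-reduced with 400 uM NADPH for 5 min at room temperature, then incubated with compound for 15 min. After 400 uM selenite was added, NADPH fluorescence (Ex 340/Em 450 nm) was followed for 8 min.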
Vif-APOBEC3G blk = inhibitors of Vif-APOBEC3G interaction | Q9HC16 | AID 602310 | Potency, µM (titrated, usually from 46.1 µM), inactives show at the top dose activity, negative = active, actives largely listed as inhibitors | HeLa A3G-eYFP + Vif (tagged APOBEC3G with the HIV-1 protein that degrades it), YFP fluorescence, overnight | hit rate 0.076% among 410,000;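 also: potency is read from the fitted curve at half-maximal effect; % is scaled to controls: 0 for no effect and ±100 for the full control effect; nearly all actives have a fitted effect of over 60% in size; hits raise eYFP signal because A3G escapes Vif-driven loss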
Target sequence (Q9HC16 whole entry, looked up): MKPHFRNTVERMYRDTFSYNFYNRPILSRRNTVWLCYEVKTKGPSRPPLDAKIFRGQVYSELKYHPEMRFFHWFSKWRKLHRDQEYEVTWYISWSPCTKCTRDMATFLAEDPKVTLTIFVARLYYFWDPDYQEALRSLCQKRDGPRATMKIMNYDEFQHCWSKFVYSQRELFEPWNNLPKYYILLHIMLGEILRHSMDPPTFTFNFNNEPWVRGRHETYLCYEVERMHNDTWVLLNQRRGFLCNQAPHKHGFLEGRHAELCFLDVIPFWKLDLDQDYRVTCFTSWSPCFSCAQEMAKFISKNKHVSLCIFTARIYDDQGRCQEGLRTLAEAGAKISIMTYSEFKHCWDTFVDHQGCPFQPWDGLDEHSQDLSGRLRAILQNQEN
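HeLa cells stably expressing Vif and C-terminally eYFP-tagged A3G, seeded overnight at 37 deg C, then exposed to compound by pintool overnight at 37 deg C. Rise in yellow fluorescence (Ex 488/Em 500-530, Acumen) marks blocked Vif-driven A3G degradation.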
RGS4 inh = blocks human RGS4-accelerated GTP hydrolysis | P49798 | Potency, µM (doses to about 114 µM), inactives show at the top dose activity change, negative = inhibition, hits mostly inhibitors | Transcreener GDP fluorescence polarization, RGS4-accelerated GTP hydrolysis | hit rate 0.039% among 390,000 | AID 504845; also: potency is read from the fitted curve at half-maximal effect; % is scaled to controls: 0 for no effect and ±100 for the full control effect; nearly all actives have a fitted effect of over 75% in size; some results filed as inactive show a strong effect at the top dose
Target sequence (P49798 whole entry, looked up): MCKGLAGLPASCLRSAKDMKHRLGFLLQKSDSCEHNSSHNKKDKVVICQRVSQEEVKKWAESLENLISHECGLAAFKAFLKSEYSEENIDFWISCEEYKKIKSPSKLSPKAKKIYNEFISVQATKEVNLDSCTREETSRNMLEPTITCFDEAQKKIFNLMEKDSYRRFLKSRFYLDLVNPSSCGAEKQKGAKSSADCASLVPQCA
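MLSMR compounds (23 nl, pin-transferred) preincubated 10 min at room temperature with a 500nM (2x) first reagent, then RGS4 at 900nM (2x) plus Transcreener GDP mix added; fluorescence polarization (620/688 nm) read before and after 90 min at 30 °C.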
TrxR1 substrate = is turned over as a substrate by rat TrxR1 | purified TrxR1 substrate turnover, NADPH consumption readout | Potency, µM (titrated, usually from 114 µM), without a hit: top-dose activity change, negative = substrate turnover | hit rate 0.01% among 390,000 | AID 588456; also: potency is read from the fitted curve at half-maximal effect; % is scaled to controls: 0 for no effect and ±100 for the full control effect; nearly all actives have a fitted effect of over 50% in size
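Rat TrxR1, dispensed at 90 nM, was prereduced with 400 uM NADPH (final) for 5 min at ~22 deg C, then incubated with compound 15 min before 400 uM selenite. A first-read NADPH fluorescence drop versus no-compound background flagged substrates.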
GRP78 ERSR act = ER stress response induction in glioma. U87-MG GRP78 promoter luciferase reporter, 16 h. Potency, µM, without a hit: at the highest dose activation, actives largely listed as activators. hit rate 0.02% among 420,000; also: potency is read from the fitted curve at half-maximal effect; series mostly up to about 76 µM; % of control where 0% means no effect; nearly all actives have a fitted effect of over 35% in size
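Stably transfected U87-MG human glioma cells carrying a GRP78-based luminescent sensor were seeded at 1000 cells/well, pin-dosed with compounds and incubated 16 h. Luciferase reagent was then added, and end-point luminescence was read after 10 min at room temperature.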
mIDH1 inhibitor = blocks human mutant IDH1 R132H enzyme; O75874; IDH1-R132H enzyme, NADPH consumption, diaphorase/resazurin fluorescence; Potency, µM (series often up to 76.6 µM), without a hit: top-dose activity change, negative = inhibition, most hits filed as inhibitors; hit rate 0.093% among 390,000; AID 602179; also: potency is read from the fitted curve at half-maximal effect; % is scaled to controls: 0 for no effect and ±100 for the full control effect; nearly all actives have a fitted effect of over 65% in size
Target sequence (O75874 whole entry R132H, stated change not applied): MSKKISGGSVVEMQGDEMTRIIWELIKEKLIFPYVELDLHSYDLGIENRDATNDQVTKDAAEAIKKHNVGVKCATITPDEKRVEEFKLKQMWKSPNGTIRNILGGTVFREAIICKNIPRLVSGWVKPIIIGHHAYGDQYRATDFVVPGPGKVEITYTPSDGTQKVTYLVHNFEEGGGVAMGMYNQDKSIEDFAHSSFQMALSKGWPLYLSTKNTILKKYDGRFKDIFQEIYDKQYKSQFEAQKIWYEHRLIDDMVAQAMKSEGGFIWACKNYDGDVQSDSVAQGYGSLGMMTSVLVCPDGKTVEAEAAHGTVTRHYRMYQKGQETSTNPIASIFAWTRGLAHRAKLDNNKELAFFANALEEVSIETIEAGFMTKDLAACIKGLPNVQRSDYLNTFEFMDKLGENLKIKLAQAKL
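IDH1-R132H (0.5 ug/mL dispensed) in pH 7.5 Tris buffer was preincubated 30 min with compound, then given a substrate mix of 0.016 mM NADPH and 2 mM alpha-KG for 80 min at room temperature; remaining NADPH was read by diaphorase/resazurin fluorescence.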
LDHA inh = blocks human lactate dehydrogenase A | P00338 | purified LDHA, NADH/diaphorase-resazurin fluorescence; active compounds read low | activity change, % (values are at about 110 or 230 µM) | hit rate 0.15% among 480,000 | AID 1347041; in the data active = activity change below about -30%; inconclusive = mostly about -25% to -30%;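 also: plate controls were DMSO wells for no effect and wells without enzyme for full effect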
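Remaining NADH was detected by diaphorase (0.133 mg/mL) converting 37 µM resazurin to fluorescent resorufin, read at 0 and 20 minutes. The preceding 5-minute room-temperature reaction used 2 nM LDHA, 0.2 mM sodium pyruvate and 0.06 mM NADH at pH 7.4.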
* = called active by the depositor; ? = inconclusive; nt = no result given; & = joins results of further samples; [ ] = another dose, or the depositor's remark. Unless noted, calls follow the shape of the dose curve; as a rule, active = well fitted curve in the direction sought with a large enough effect; inconclusive = small, poorly fitted or top-dose-only effect, or another doubt; inactive = no such curve, though single readings can be large; an effect the other way counts as inactive or inconclusive. The list is partial; rates above refer to the full screens.

#1 CCOC(=O)c1cn2nc(Oc3ccc(C#N)cc3)ccc2n1
#2 COc1ccc(NC(=O)c2ccccc2NC(=O)CSc2ccccc2)cc1
#3 COc1ccc(NC(=O)N2CCc3ccccc3C2)cc1
#4 O=[N+]([O-])c1ccc(NCCCN2CCOCC2)c(Cl)c1
#5 CCCCNc1nc(=S)[nH]c2cc(OC)c(OC)cc12
#6 Cc1cc(C)c2nc(N3CCCC(C(=O)NCc4cccc(Cl)c4)C3)sc2c1 (stereo not given)
#7 O=C(c1ccc(COc2ccc(F)cc2)o1)n1cccn1
#8 Cc1ccc(-c2csc3ncnc(OCC(=O)NC(=O)NCc4ccco4)c23)cc1
screen / no.	1	2	3	4	5	6	7	8
Vif-A3F inh	-4%	-7%	-3%	-21%	-8%	-2%	3%	2%
USP1-UAF1 inh	-1%	-19%	-5%	-9%	-17%	-21%	-15%	-5%
TrxR1 inh	23%	9%	15%	-1%	-1%[57.1 µM]	15%	-15%	-25%[57.1 µM]
Vif-APOBEC3G blk	2%	-9%	5%	1%	0%	1%	-4%	-6%
RGS4 inh	20%	-29%	29%	15%	-17%	-3%	1%	-31%
TrxR1 substrate	204%[activator]	-2%	1%	-9%	13%[57.1 µM]	1%	-11%	8%[57.1 µM]
GRP78 ERSR act	-2%	-1%	3%	2%	2%	-1%	-1%	-1%
mIDH1 inhibitor	2%	0%	21%	-2%	-2%	-8%	8%	4%
LDHA inh	-3	-3	1	-7	-5	-16	-6	0

Quoted at random: 2 entries already listed
#2 COc1ccc(NC(=O)c2ccccc2NC(=O)CSc2ccccc2)cc1
#5 CCCCNc1nc(=S)[nH]c2cc(OC)c(OC)cc12
screen / no.	2	5
Vif-A3F inh	-7%	-8%
USP1-UAF1 inh	-19%	-17%
TrxR1 inh	9%	-1%[57.1 µM]
Vif-APOBEC3G blk	-9%	0%
RGS4 inh	-29%	-17%
TrxR1 substrate	-2%	13%[57.1 µM]
GRP78 ERSR act	-1%	2%
mIDH1 inhibitor	0%	-2%
LDHA inh	-3	-5

Following part.
#9 CN(C)CCCN(C(=O)c1ccc(S(=O)(=O)N2CCCCC2)cc1)c1nc2cc3c(cc2s1)OCO3
#10 CC(=O)c1ccccc1NC(=O)C1CCCN(C(=O)c2ccc(Cl)cc2)C1 (stereo not given)
#11 Cc1ccc(C(=O)NCCC(=O)N2CCCC2)cc1
#12 NS(=O)(=O)c1ccc(Nc2nc(-c3ccc(O)cc3)cs2)cc1
#13 COc1cccc(NC(=O)c2ccccc2-c2nc(-c3ccc(F)cc3)no2)c1
#14 COc1ccccc1-c1noc(-c2ccccc2C(=O)NCC2CCCO2)n1 (stereo not given)
#15 C=CCOc1ccc(C2CC(C)=NN2c2ccccc2)cc1 (stereo not given)
#16 O=C(C1=C[C@H](c2csc3ccccc23)C[C@H](OCCCCO)O1)N1CCOCC1
screen / no.	9	10	11	12	13	14	15	16
Vif-A3F inh	-7%	1%	7%	-1%	-28%	0%	-10%	-1%
USP1-UAF1 inh	-2%	-16%	-1%	-8%	-12%	-11%	-16%	?
TrxR1 inh	5%	6%	18%	0%	13%	30%[57.1 µM]	-12%	-11%
Vif-APOBEC3G blk	3%	-13%	3%	-11%	-13%	2%	-8%	-6%
RGS4 inh	15%	-14%	8%	-44%	-5%	-18%[56.9 µM]	-18%	-4%
TrxR1 substrate	-3%	2%	-1%	1%	-1%	3%[57.1 µM]	-3%	4%
GRP78 ERSR act	-6%	15%	-4%	0%	-1%	3%	5%	-5%
mIDH1 inhibitor	-4%	0%	4%	12%	1%	-7%	3%	-1%
LDHA inh	-3	-1	-6&1	17	2	-2	3	-7

#17 CCCCn1c(N)c(N(CC)C(=O)c2cccc(OC)c2)c(=O)[nH]c1=O
#18 Cc1nc2c(F)c(F)c(C(F)(F)F)c(F)c2[nH]1
#19 COc1cc(O)c(C=Nc2ccccc2NS(=O)(=O)c2ccc(C)cc2)c(OC)c1
#20 CCOC(=O)C(Cc1ccc(OC)c([N+](=O)[O-])c1)NC(=O)CCC(=O)Nc1ccc(C)cc1 (stereo not given)
#21 O=C(NC1=NCCS1)NC12CC3CC(CC(C3)C1)C2
#22 CC(NC(=O)C1CCC1)c1ccccc1 (stereo not given)
#23 CCn1c(CNC(=O)C2CCCCC2)cc2cc(C)ccc21
#24 CN(Cc1ccccc1)S(=O)(=O)c1nnc(NC(=O)c2ccc(F)cc2)s1
screen / no.	17	18	19	20	21	22	23	24
Vif-A3F inh	10%	nt	16%	-15%	3%	-1%	?	-6%
USP1-UAF1 inh	-6%	-2%	-14%	-3%	0%	-6%	-14%	-2%
TrxR1 inh	7%	-3%	-3%[11.4 µM]	10%[57.1 µM]	18%	3%	37%[activator]	23%
Vif-APOBEC3G blk	12%	2%	-7%	0%	1%	-1%	-9%	0%
RGS4 inh	16%	13%	-24%	13%	0%	17%	-19%	-2%[11.4 µM]
TrxR1 substrate	1%	-6%	3%[11.4 µM]	7%[57.1 µM]	6%	-3%	6%	3%
GRP78 ERSR act	-5%	-5%	-2%	-2%	-2%	-6%	-6%	0%
mIDH1 inhibitor	-13%	7%	2%	1%	1%	-1%	1%	36%[activator]
LDHA inh	-12	4	7	-9	-4	-18	-5	-8

#25 Cc1c(OCC(=O)NC(Cc2ccc(Cl)cc2)C(=O)O)ccc2c1oc(=O)c1ccccc12 (stereo not given)
#26 Cc1cccn2c(=O)c3cc(C(=O)NCC4CCCO4)c(=N)n(Cc4ccc(F)cc4)c3nc12 (stereo not given)
#27 O=C(NC1CCCC1)c1ccc(Cl)c(S(=O)(=O)N2CCOCC2)c1
#28 COc1ccccc1CN(C)C[C@H]1OCc2cnnn2CCCC(=O)N([C@H](C)CO)C[C@@H]1C
#29 O=C(OCc1nnc(-c2ccccc2)o1)C1CCN(S(=O)(=O)c2cccs2)CC1
#30 C/C=C/C(=O)Nc1ccc(N2CCN(c3ccc(C(F)(F)F)cn3)CC2)nc1
#31 CC(=O)Nc1ccc(/C=N/NS(=O)(=O)c2cc(C)ccc2C)cc1
#32 Cc1ccccc1NC(=S)NCc1cccs1
screen / no.	25	26	27	28	29	30	31	32
Vif-A3F inh	8%	-2%	-28%	-10%	nt	-1%	3%	-7%
USP1-UAF1 inh	-14%	-18%	-16%	-8%	-6%	-2%	-26%	3%
TrxR1 inh	-1%	27%	4%[57.1 µM]	nt	-3%	-8%	0%	3%[57.1 µM]
Vif-APOBEC3G blk	0%	-1%	0%	1%	0%	0%	-4%	1%
RGS4 inh	6%	-11%[11.4 µM]	-8%	nt	-36%	12%	19%	22%
TrxR1 substrate	155%[activator]	794%[activator]	12%[0.0914 µM]	nt	-3%	-8%	-5%	5%[57.1 µM]
GRP78 ERSR act	-1%	-2%	5%	4%	-2%	-6%	-4%	-1%
mIDH1 inhibitor	-2%	8%	-1%	2%	18%	5%	6%	4%
LDHA inh	-3	-1	-16	-2	-4	0	1	4

#33 Cc1ccc(C(=O)Nc2ccccc2C(=O)NC(CC(=O)O)C(=O)O)cc1 (stereo not given)
#34 O=C(CN1C(=O)c2ccccc2S1(=O)=O)N1CCCCC1
#35 CCOc1cc(S(=O)(=O)N(CC)CC)c(OCC)cc1-n1cnnn1
#36 COc1ccc(C2c3c(oc4ccccc4c3=O)C(=O)N2c2ccccn2)cc1 (stereo not given)
#37 Cc1cccc(OCc2nc(-c3ccc(Br)o3)no2)c1
#38 CNS(=O)(=O)c1cc(-c2nnc(Nc3ccc(NC(C)=O)cc3)c3ccccc23)ccc1C
#39 COc1cc2c(cc1OC)n(CC(=O)Nc1ccccc1)c(=O)n1nc(-c3ccccc3)nc21
#40 Cc1cccc(SCC(=O)Nc2ccccc2[N+](=O)[O-])c1
#41 Cc1cccc(C)c1OCC(=O)Nn1c(=O)[nH]c2ccccc2c1=O
#42 COc1ccccc1NC(=O)CN1CCN(c2ccccc2F)CC1
#43 C=C(C)CSC1=C(C#N)C(c2ccccc2)CC(=O)N1 (stereo not given)
screen / no.	33	34	35	36	37	38	39	40	41	42	43
Vif-A3F inh	-11%	-20%	1%	-5%	15%	12%	-3%	-11%	-18%	-3%	-7%
USP1-UAF1 inh	4%	-17%	-4%	-15%	-12%	-6%	-13%	-16%	-11%	4%	-9%
TrxR1 inh	17%	23%	1%	14%[57.1 µM]	-24%	1%[57.1 µM]	13%	-17%	-1%	14%[57.1 µM]	10%
Vif-APOBEC3G blk	-1%	2%	1%	-1%	0%	-2%	1%	-2%	-2%	-5%	3%
RGS4 inh	-1%	8%	20%	14%	-2%	2%	2%	4%	1%	-46%	-25%
TrxR1 substrate	9%	2%	61%[activator]	2%[57.1 µM]	-6%	5%[57.1 µM]	5%	-18%	4%	5%[57.1 µM]	2%
GRP78 ERSR act	3%	-2%	-5%	-6%	-2%	5%	-2%	-2%	-2%	1%	-3%
mIDH1 inhibitor	7%	-2%	0%	13%	-8%	-9%	-10%	-2%	0%	-3%	0%
LDHA inh	-3	-8	1	-1	-3	-10	-7	-15	1	-4	1
